Screening results: PubChem, National Center for Advancing Translational Sciences (NCATS)
aSyn yeast rescue: qHTS of alpha-syn Inhibitors: NCGC Sytravon Library Screen; S. cerevisiae alpha-synuclein toxicity rescue, BacTiter-Glo growth, 24 h; AID 1347070, 2019; hit rate 0.02% among 94,000; Potency, µM (highest dose often 46.1 µM), for the others: at the highest dose growth rescue (activation), hits mostly activators; active = well fitted activation curve with a large enough effect; inconclusive = small, poorly fitted or top-dose-only effect; also: 0% is about no effect
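Growth restoration measured by BacTiter-Glo luminescence after 24 hr at 30 deg C; alpha-synuclein yeast, raffinose-pregrown to mid-log, were added at OD600=0.02 in galactose medium onto pinned compounds.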
The depositor's hits bear a star; ? = inconclusive; & = joins results of further samples; [ ] = another dose, or the depositor's remark. Potency is read from the fitted curve at half-maximal effect.

SMILES | aSyn yeast rescue
Cc1c(-c2ccc(OCCN3CCCCC3)cc2)c(=O)oc2ccc3ccccc3c12 | 5.9%
CC1=C(c2ccc(C(C)C)cc2)S(=O)(=O)NC1=NCc1ccccc1C | -0.5%
CCc1ccccc1N(C)C(=O)c1ccc2c(=O)n3c(nc2c1)CCCCC3 | 5.4%
Cc1ccc2c(c1)c(=O)c1ccccc1n2CCCC(=O)Nc1c(F)cccc1F | 1.4%
Fc1ccccc1CN1CCCN(C(=S)Nc2cccc(Cl)c2)C1 | 4.6%
O=C(c1ccc(Oc2ccccc2)cc1)C1CCCN(C(=O)c2cnccn2)C1 (stereo unspecified) | -35.4%[inhibitor]
Cn1c(SCC(=O)NC2CCCCC2)nnc1C(F)(F)F | 1.9%
Cc1ccc2c(c1)C(=O)c1c(C(=O)O)cccc1-2 | -38.7%[inhibitor]
COc1cccc(N2CCN(S(=O)(=O)c3ccc4c(c3)CCCN4C(C)=O)CC2)c1 | 8.8%
CCc1ccc(S(=O)(=O)Nc2cc3c(cc2C)n(C)c(=O)c(=O)n3C)cc1 | 5.0%
COc1cccc(N2CCN(C(=O)c3cccn4c(=O)c5c(C)c(C)sc5nc34)CC2)c1 | -9.4%
CCc1cccc(C)c1NC(=O)C(CC)n1ncn2c(cc3cc(C)ccc32)c1=O (stereo unspecified) | 5.2%
CCc1ccc(NC(=O)CSC2=Nc3ccccc3C3=NC(CCC(=O)NCCc4ccccc4)C(=O)N23)cc1 (stereo unspecified) | 4.1%
CCc1ccccc1NC(=O)Cn1ncc2c(C)n(Cc3ccccc3F)c(C)c2c1=O | 2.9%
CCCC(=O)N(c1ccc2oc3c(c2c1)CCCC3)S(=O)(=O)c1cc(C)ccc1C | 1.8%
Cn1c(-n2cccc2)c(-c2c(-c3ccccc3)[nH]c3c2c(=O)n(C)c(=O)n3C)c(=O)n(C)c1=O | 0.3%
CN(C)CCn1c2c(c(SCC(=O)Nc3ccc(F)cc3F)nc1=O)CCC2 | -9.6%
COc1cccc(/C=N/n2c(-c3cc(C)[nH]n3)n[nH]c2=S)c1O | 1.2%
COc1cccc(CNC(=O)C2CCN(c3nc4ccc(Cl)cc4[nH]3)CC2)c1 | -1.8%
Cc1c(-c2nc(-c3ccccc3)no2)nnn1-c1ccc(F)c(Cl)c1 | -9.8%
N#C/C(=C\C=C\c1ccccc1)C(=O)N1CCCC1 | -11.1%
Cc1cccc(NC(=O)Cn2c(=O)n(Cc3ccccc3)c(=O)c3oc4ccccc4c32)c1C | 4.0%
CCOC(=O)c1cc(-c2ccccc2)nn1Cc1ccccc1 | 25.7%
COc1ccc(N2CCN(C(=O)COC(=O)CCc3ccccc3OC)CC2)cc1 | 4.0%
CC(C)COC(=O)N(C)C[C@H]1OCc2cn(nn2)CCCC(=O)N([C@H](C)CO)C[C@@H]1C | 4.0%
COc1ccccc1N(CC(=O)NCCc1ccccc1)C(=O)CCC(=O)Nc1ccccn1 | -4.7%
COc1cccc(N2CCN(C(=O)c3ccc(Cn4c(=O)[nH]c5cc(OC)c(OC)cc5c4=O)cc3)CC2)c1 | -9.3%
COc1ccccc1C(=O)Nc1cccc(S(=O)(=O)N2CCCC2)c1 | -8.2%
CCc1cnc2c(c1SCC(=O)Nc1cc(Cl)ccc1OC)c(=O)n(C)c(=O)n2C | 3.8%
COc1ccc(OC)c(NC(=O)Cn2cc(C(=O)c3ccc(Cl)cc3)c(=O)c3cc(OC)ccc32)c1 | 1.5%

Given with each value named: part of the list above.
CCOC(=O)c1cc(-c2ccccc2)nn1Cc1ccccc1
  aSyn yeast rescue = 25.7%
COc1ccccc1N(CC(=O)NCCc1ccccc1)C(=O)CCC(=O)Nc1ccccn1
  aSyn yeast rescue = -4.7%
Cc1cccc(NC(=O)Cn2c(=O)n(Cc3ccccc3)c(=O)c3oc4ccccc4c32)c1C
  aSyn yeast rescue = 4.0%

Continuation.
SMILES | aSyn yeast rescue
Cc1onc(-c2ccccc2Cl)c1C(=O)Oc1ccccc1F | 2.3%
O=C(Nc1ccc(O)c(-c2nc3ccccc3o2)c1)c1cccs1 | -3.6%
COc1ccc(Cl)cc1NC(=O)Cn1nnc(C(=O)NCc2ccc3c(c2)OCO3)c1N | 6.7%
COc1ccc(NC(=O)CC2Nc3cccc4cccc(c34)NC2=O)cc1 (stereo unspecified) | 0.4%
COc1ccc(NC(=O)CCC(=O)c2cccs2)c(OC)c1 | 7.5%
Cc1cccc(N2CCN(C(=O)Cn3nc(C)c4sc5ccccc5c4c3=O)CC2C)c1 (stereo unspecified) | -15.1%
CCc1ccc(NC(=O)Cn2ncn3c(cc4ccccc43)c2=O)cc1 | 4.5%
C[C@H](CO)N1C[C@H](C)[C@@H](CN(C)S(=O)(=O)c2ccccc2)OCc2cn(nn2)CCCC1=O | -9.8%
CCC(CC)C(=O)N1CCc2cc(OC)c(OC)cc2C1COc1ccc2c(C)cc(=O)oc2c1 (stereo unspecified) | 4.8%
CCN(C(=O)C1CCN(S(=O)(=O)c2cccc3nonc23)CC1)c1ccccc1 | 7.0%
COc1cccc(CNc2nccn(-c3ccc(OC)c(OC)c3)c2=O)c1 | 1.4%
Cc1cccn2c(=O)cc(COc3cccc(NC(=O)c4cccc(Cl)c4)c3)nc12 | -13.1%
Cc1ccc(C)c(Cn2c(=O)n(CCc3ccccc3)c(=O)c3c(C)c(C)sc32)c1 | -5.7%
c1ccc2sc(-c3ccncc3)nc2c1 | 7.7%
CCc1ccc(-c2cc3c(N4CCN(c5ccccc5)CC4)nccn3n2)cc1 | 8.8%
Cc1ccccc1Nc1nn2c(=O)c3ccc(C(=O)NCCc4ccc(Cl)cc4)cc3nc2s1 | -4.1%
CCOc1ccc(C2C(C(=O)Nc3ccccc3)=C(C)Nc3nc(SCc4cccc(OC)c4)nn32)cc1 (stereo unspecified) | -0.7%
O=c1cc(N2CCOCC2)[nH]c(=O)n1Cc1ccc(F)cc1 | -3.5%
CCC(=O)c1c[nH]c(C(=O)N2CCN(c3ccccc3)CC2)c1 | -1.4%
Cc1cc(C)cc(Nc2nc3ccccc3nc2-n2nc(C)cc2C)c1 | 4.4%
COc1ccc(CNC(=O)Cc2c(C)c3ccc(O)cc3oc2=O)cc1 | -2.1%
COc1ccc(-c2cnc(C)o2)cc1S(=O)(=O)Nc1cccc(C(F)(F)F)c1 | 18.6%
COc1ccc(/C=C2\SC(=O)N(CC(=O)NN3CCN(C)CC3)C2=O)cc1OC | -2.6%
COc1ccc(-c2nc(CSc3nnc(C)n4c3cc3sccc34)c(C)o2)cc1 | -6.3%
COCCNC(=O)CCCn1c(SCC(=O)c2ccc(Br)cc2)nc2c(sc3ccccc32)c1=O | 0.3%
Cc1ccc2cc3cc(C(=O)N4CCN(c5cccc(C(F)(F)F)c5)CC4)sc3nc2c1 | 3.8%
Cc1ccc2[nH]c(CSc3nnc(NC(=O)COc4ccccc4C)s3)cc(=O)c2c1 | -12.1%
Cc1cc(OCC(=O)Nc2cccc(S(=O)(=O)N3CCCC3)c2)ccc1Cl | -1.6%
COCCN1Cc2cccc(C(=O)Nc3ccc(C)c(F)c3)c2C1=O | 0.2%
CCCCc1nn2c(=O)cc(CN(CC)c3ccccc3)nc2s1 | 7.6%
Cc1ccc(NC(=O)NCC2CCN(Cc3cccc(Cl)c3)CC2)cc1Cl | -10.4%&-13.5%
Nc1ccccc1-n1nc2ccc3ccccc3c2n1 | -0.9%
CCN(CC)C(=S)Oc1ccc(Cl)cc1Cl | -3.3%
Cc1nn(CCCC(=O)NCc2ccccc2)c(=O)c2nn(-c3ccccc3)c(C)c12 | 5.0%
C[C@H](CO)N1C[C@H](C)[C@@H](CN(C)C(=O)c2cc(-c3ccccc3)on2)OCc2cnnn2CCCC1=O | 2.9%
COC(=O)c1nnn(CC(=O)Nc2cc(F)ccc2F)c1C(=O)OC | -9.3%
COc1ccc(N(CC(=O)Nc2ccc3c(c2)OCCO3)S(=O)(=O)c2c(C)nn(C)c2C)cc1 | 3.8%
COC(=O)C(C)Sc1nc2c(cnn2-c2ccccc2)c(=O)[nH]1 (stereo unspecified) | 1.1%
O=C(NCc1ccc(F)cc1)C1(c2cccs2)CCOCC1 | -4.0%
COc1ccccc1C1c2[nH]c3ccccc3c2CCN1Cc1cnc(C)s1 (stereo unspecified) | 10.7%
COc1cc(C(=O)NCC(c2ccc3c(c2)OCO3)N2CCN(C)CC2)cc(OC)c1OC (stereo unspecified) | 1.3%
O=P1(O)CC2=C(CC=CC2)C1 | -9.6%
CC(Sc1nnc(C(C)Oc2ccc(F)cc2)o1)C(=O)NCc1ccc2c(c1)OCO2 (stereo unspecified) | -3.6%
CN(C)c1ccc(N=Nc2nccs2)cc1 | -35.1%[inhibitor]
Cc1cc2cc(CNC(=O)c3ccc(S(=O)(=O)N4CCCCC4)cc3)ccc2n1C | -2.0%

Rewritten tab-delimited: entries from further up
mol	aSyn yeast rescue
O=C(NCc1ccc(F)cc1)C1(c2cccs2)CCOCC1	-4.0%
COc1ccccc1C1c2[nH]c3ccccc3c2CCN1Cc1cnc(C)s1 (stereo unspecified)	10.7%

Later entries.
SMILES | aSyn yeast rescue
Cc1ccc(S(=O)(=O)N(C)C)cc1NC(=S)NNC(=O)C1CC1 | -3.9%
O=C(O)c1ccc(N2CCCS2(=O)=O)cc1 | -1.4%
Cc1[nH]n(-c2ccccc2)c(=O)c1C(=O)Nc1ccccc1 | -17.1%
O=C(N/N=C1/CC2C=CCC12)c1ccco1 (stereo unspecified) | -4.6%
CCOC(=O)c1c(C)[nH]c(CCC(=O)Nc2ccccc2OCC)c1C | 1.6%
CCOc1ccccc1C(=O)Nc1cccc(-c2nc3ccccc3s2)c1 | -8.1%
Cc1ccc(Cl)cc1NC(=O)CCS(=O)(=O)c1ccc(Br)s1 | -3.3%
Cc1ccc2nc(CSc3nnc(NC(=O)c4cccc(Br)c4)s3)cc(=O)n2c1 | -3.7%
O=c1c2c3c(sc2nnn1Cc1ccc(Br)cc1)CCCC3 | ?
O=C(COC(=O)c1ccc(F)cc1F)Nc1ncccn1 | -1.2%
CC(=O)Oc1ccc2c(=O)c(-c3ccccc3)c(C)oc2c1 | -3.7%
c1ccc2c(-c3nc4ccccc4[nH]3)cccc2c1 | -5.7%
c1coc(-c2cnc3ccccc3n2)c1 | 5.5%
CC(C)(C)OC(=O)N[C@@H](Cc1ccccc1)C(=O)NCC1CCC(C(=O)O)CC1 (stereo partly specified) | 4.7%
COc1cccc(CN(C)C[C@H]2OCc3cnnn3CCCC(=O)N([C@@H](C)CO)C[C@@H]2C)c1 | 7.9%
CCn1c(CN2CCOCC2)nc2cc(NC(=O)c3cc(OC)c(OC)c(OC)c3)ccc21 | -6.6%
CCOC(=O)COc1ccccc1/C=C1\NC(=O)NC1=O | -9.5%
Cc1ccc(-c2ccc(CCC(=O)O)n2-c2ccc(C(C)C)cc2)cc1 | 9.2%
Cc1cccc(NC(=O)C(=O)NCC(c2cccnc2)N2CCc3ccccc32)c1C (stereo unspecified) | 9.5%
Cn1c(=NC(=O)c2ccc(S(=O)(=O)N3CCCc4ccccc43)cc2)sc2cc(F)ccc21 | -7.7%
COc1cccc(CCNC(=O)c2cnc3sc(N4CCOCC4)nn3c2=O)c1 | -8.1%
CCOC(=O)c1cc(-c2ccccc2)n(-c2cccc(C(=O)Nc3cccc(SC)c3)c2)c1C | -3.9%
COc1ccc(-c2cc(C(F)(F)F)c(C#N)c(SCC(=O)Nc3ccccc3F)n2)cc1 | -7.7%
Cc1cc(C)n(C(=O)c2ccc([N+](=O)[O-])cc2N)n1 | 9.2%
CCCN1C(=O)C(O)(CC(=O)c2ccc(CC)cc2)c2ccccc21 (stereo unspecified) | 1.2%
CC1CCN(CC(=O)Nc2ccc3c(c2)OCO3)CC1 | -2.9%
O=C(CSc1nc(-c2ccco2)nc2cc(=O)[nH]n12)Nc1ccccc1F | 1.9%
CC(Sc1nc(N)cc(=O)[nH]1)C(=O)Nc1sc2c(c1C#N)CCCC2 (stereo unspecified) | -2.4%
CCCCNc1nc(Cl)nc(Nc2ccc(C)cc2)n1 | -6.6%
O=C(Cc1ccccc1)Nc1cccc(-c2nc3cccnc3s2)c1 | -15.3%

Looked up above.
`Cc1cccc(NC(=O)C(=O)NCC(c2cccnc2)N2CCc3ccccc32)c1C` (stereo unspecified) in aSyn yeast rescue shows 9.5%
`Cc1c(-c2ccc(OCCN3CCCCC3)cc2)c(=O)oc2ccc3ccccc3c12` in aSyn yeast rescue shows 5.9%
`c1ccc2c(-c3nc4ccccc4[nH]3)cccc2c1` in aSyn yeast rescue shows -5.7%
`COc1cccc(CN(C)C[C@H]2OCc3cnnn3CCCC(=O)N([C@@H](C)CO)C[C@@H]2C)c1` in aSyn yeast rescue shows 7.9%

More structures follow.
SMILES | aSyn yeast rescue
Cc1ccc(NC(=O)CSc2nc(-c3ccco3)cc(C(F)(F)F)n2)c(C)c1 | -2.3%
CCOC(=O)Cn1c(=O)n(-c2cccc(Cl)c2)c2nc(-c3ccccc3Cl)nc(C(N)=O)c21 | 6.1%
O=C(O)c1ccc(NS(=O)(=O)c2ccc(Cl)c(C(=O)Nc3ccccc3)c2)cc1 | 0.2%
CCOc1ccc(-c2nnc(SCC(=O)NCCC(C)C)nc2-c2ccc(OCC)c(OC)c2)cc1OC | 1.3%
O=C1C=C(NC2CCCC2)CC(c2ccccc2)C1 (stereo unspecified) | 0.9%
O=C(NCc1ccccc1F)c1ccc(CSc2nc3cccnc3n2Cc2ccccc2)cc1 | 3.5%
CCS(=O)(=O)NCCc1sc2nc(-c3ccc(OC)cc3)nn2c1C | 18.3%
CCN1CCN(c2ncnc3c2cnn3-c2ccc(C)c(Cl)c2)CC1 | -3.9%
COc1ccc(-n2c(=O)c3c4c(sc3n(Cc3ccccc3Cl)c2=O)CCC4)c(OC)c1 | 6.2%
CC(C)(C)Nc1c2ccccc2nc2ccccc12 | -43.5%[inhibitor]
COc1ccc(-n2c(SCC(=O)NCc3ccccc3)nc3ccsc3c2=O)cc1 | 1.1%
COc1ccccc1-c1ccc([C@@H]2C[C@H]3[C@@H](CN2)CON3C)cc1 | -7.7%
O=C(CCCN1C(=O)/C(=C/c2cccs2)SC1=S)Nc1ccccn1 | 10.2%
COc1ccc(N2CCN(S(=O)(=O)c3ccc(Cl)s3)CC2)cc1 | 5.5%

This is a subset, so the mix of outcomes need not match the whole.
